Screens as filed in PubChem.
PAFAH1B3 inh: blocks human PAF acetylhydrolase 1B catalytic subunit 3; Q15102; recombinant PAFAH1B3, FP-rhodamine probe, fluorescence polarization; inhibition, % at 3.39 µM; actives 0.28% (n = 340,000); AID 492972;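 active means inhibition above the screen-wide average of all tested compounds plus 3 SD, cut at about 25% in these data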;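 further: 0% = enzyme with DMSO only and 100% = wells lacking PAFAH1B3 protein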
Target sequence (Q15102 whole entry, looked up): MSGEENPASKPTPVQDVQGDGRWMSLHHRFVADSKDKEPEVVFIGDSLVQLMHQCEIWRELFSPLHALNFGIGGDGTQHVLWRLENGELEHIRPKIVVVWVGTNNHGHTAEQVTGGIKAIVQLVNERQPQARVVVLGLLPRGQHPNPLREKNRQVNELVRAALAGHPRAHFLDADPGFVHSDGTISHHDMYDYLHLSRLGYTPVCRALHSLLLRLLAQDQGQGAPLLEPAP
pPAFAH FP inh: pPAFAH (human) enzyme inhibition; Q13093; recombinant pPAFAH, FP-rhodamine probe fluorescence polarization; inhibition, % at 3.39 µM; actives 1.5% (n = 330,000); AID 463082;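 active means inhibition above the mean inhibition across the screen plus 3 SD, cut at about 25% in these data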;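 further: inhibitors block binding of the rhodamine activity-based probe so polarization drops; 0% = enzyme with DMSO and 100% = wells lacking pPAFAH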
Target sequence (Q13093 whole entry, looked up): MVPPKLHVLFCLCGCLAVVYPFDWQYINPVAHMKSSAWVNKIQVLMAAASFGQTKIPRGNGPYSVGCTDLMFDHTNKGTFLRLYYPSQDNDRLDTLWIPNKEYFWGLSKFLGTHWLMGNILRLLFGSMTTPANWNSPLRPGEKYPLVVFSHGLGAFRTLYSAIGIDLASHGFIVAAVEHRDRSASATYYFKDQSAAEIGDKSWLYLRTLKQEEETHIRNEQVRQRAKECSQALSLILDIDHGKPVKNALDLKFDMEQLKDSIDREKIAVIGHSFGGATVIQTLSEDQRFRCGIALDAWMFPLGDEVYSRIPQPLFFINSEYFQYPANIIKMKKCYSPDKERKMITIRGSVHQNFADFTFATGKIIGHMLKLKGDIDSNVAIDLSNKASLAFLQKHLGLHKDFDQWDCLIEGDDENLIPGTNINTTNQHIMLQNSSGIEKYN
PAFAH2 FP inh: PAFAH2 (human) inhibition; recombinant PAFAH2, FP-rhodamine activity probe, fluorescence polarization; Q99487; actives 0.99% (n = 340,000); AID 492956; inhibition, % at 3.39 µM;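 active means inhibition above the mean over all tested compounds plus 3 SD, cut at about 30% in these data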;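 further: inhibitors block probe labeling of enzyme so polarization drops; 0% = enzyme with DMSO and 100% = wells lacking PAFAH2 protein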
PAD4 inh: PAD4 (human) enzyme inhibition | inhibition, % at 6.36 µM | Q9UM07 | recombinant PAD4, RCA probe fluorescence polarization | actives 0.41% (n = 330,000) | AID 485272;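 active means percent inhibition above a cutoff equal to the mean of all tested compounds plus 3 SD, cut at about 15% in these data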;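 further: 0% = PAD4 with RCA probe and DMSO and 100% = probe without PAD4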
PAFAH1B2 FP inh: PAFAH1B2 (human) inhibition. P68402. recombinant PAFAH1B2, FP-rhodamine activity probe, fluorescence polarization. inhibition, % at 3.39 µM. actives 1.2% (n = 340,000);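 active means inhibition above the mean of all tested compounds plus 3 SD, cut at about 24% in these data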;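 further: 0% = enzyme with DMSO and 100% = wells lacking PAFAH1B2; many of its hits are not listed in these tables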
GSTO1 inh: blocks human GSTO1 in RBBP9 counter-screen; inhibition, % at 5.96 µM; AID 1974; recombinant GSTO1, activity-based probe fluorescence polarization; actives 1.1% (n = 300,000);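 active means inhibition above the campaign mean inhibition plus 3 SD, cut at about 35% in these data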;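 further: 0% = GSTO1-1 with DMSO and 100% = wells lacking GSTO1-1 enzyme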
Target sequence (P78417 whole entry, looked up): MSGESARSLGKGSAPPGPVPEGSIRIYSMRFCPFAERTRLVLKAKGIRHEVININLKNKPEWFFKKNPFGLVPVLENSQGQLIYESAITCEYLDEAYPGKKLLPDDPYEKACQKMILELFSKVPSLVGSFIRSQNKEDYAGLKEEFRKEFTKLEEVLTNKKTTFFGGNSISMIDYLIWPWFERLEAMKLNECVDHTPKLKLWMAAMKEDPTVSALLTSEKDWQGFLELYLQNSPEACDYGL
PREPL inhibitor: inhibits the human prolyl oligopeptidase-like enzyme; AID 2751; inhibition, % at 5.96 µM; actives 0.68% (n = 320,000); Q4J6C6; recombinant PREPL, fluorescence polarization activity-based probe; in the data active means inhibition above about 43%;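 further: 0% = enzyme with DMSO and 100% = wells lacking enzyme; many of its hits are not listed in these tables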
LYPLA1 counter: LYPLA1 (human) inhibition in PME1 counter-screen. recombinant LYPLA1, FP-Rh probe fluorescence polarization. O75608. inhibition, % at 5.9 µM. actives 0.16% (n = 320,000);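 active means inhibition above the mean of all tested compounds plus 3 SD, set per campaign, cut at about 14% in these data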;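 further: inhibitors block serine hydrolase probe labeling of LYPLA1 so polarization falls; 0% = enzyme with DMSO and 100% = wells lacking LYPLA1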
LYPLA2 inh: counter-screen for PME1 inhibitors: inhibitors of human LYPLA2. O95372. recombinant LYPLA2, FP-Rh probe fluorescence polarization. inhibition, % at 5.9 µM. actives 0.38% (n = 320,000). AID 2177;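 active means inhibition above the screen-wide mean plus 3 SD, limit set per campaign, cut at about 26% in these data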;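 further: 0% = LYPLA2 with DMSO and 100% = wells lacking LYPLA2 enzyme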
The depositor's hits bear a star; . = no result given. Not all compounds are listed; the hit share may differ from the screen's.

SMILES | PAFAH1B3 inh | pPAFAH FP inh | PAFAH2 FP inh | PAD4 inh | PAFAH1B2 FP inh | GSTO1 inh | PREPL inhibitor | LYPLA1 counter | LYPLA2 inh
Cc1ccccc1C(=O)NC(Oc1ccccc1)C(Cl)(Cl)Cl (centres undefined) | 4 | 3 | -1 | 0 | -2 | 3 | 2 | -2 | -6
c1ccc2sc(N3CCNCC3)nc2c1 | -1 | 3 | 1 | 0 | 1 | 1 | 5 | -1 | 3
CC(C)(C)NS(=O)(=O)c1ccc(OCC(=O)N2CCN(Cc3ccccc3)CC2)cc1 | -5 | 23 | 5 | -1 | 1 | 6 | 11 | 2 | -2
Cc1ccc(N=Nc2c(O)[nH]c(=O)[nH]c2=O)c([N+](=O)[O-])c1 | 13 | 3 | 6 | -2 | 17 | -4 | 0 | 4 | 8
CCOc1ccc(-c2c(C)n(-c3ccc(OCC)cc3)c3[n+]2CCCCC3)cc1 | 6 | -1 | 3 | 4 | -2 | 7 | 28 | 2 | 8
CCc1ccc(N2C(=O)CC(=O)NC2=O)cc1 | 7 | 2 | -1 | -5 | 0 | 13 | 4 | -4 | 0
CCOC(=O)C(O)(c1ccc(N(CC)S(=O)(=O)c2ccc(C)cc2)cc1)C(F)(F)F (centres undefined) | -1 | 5 | 5 | -1 | 0 | 6 | 6 | -1 | -7
CC1=CC(=C2C(=O)NC(=O)NC2=O)C=C(C(F)(F)F)N1C(C)C | 5 | 3 | -3 | -2 | 0 | -1 | 8 | 4 | 14
COC(=O)C1=C(c2ccc(F)cc2OCc2ccccc2)C[C@@H]2CC[C@H]1N2C(=O)NCCOc1ccccc1 | -6 | 4 | -1 | 4 | 8 | . | 19 | -3 | -5
Cc1c(NC(NC(=O)CF)C(Cl)(Cl)Cl)c(=O)n(-c2ccccc2)n1C (centres undefined) | 9 | 3 | -4 | -4 | 2 | 15 | 5 | -2 | 0
OCC[n+]1c2ccccc2nc2ccc(N3CCOCC3)cc21 | . | -3 | . | -2 | . | 23 | 14 | 1 | -6
COC(=O)C1=C(c2c(C)noc2C)C[C@@H]2CC[C@H]1N2C(=O)NCc1ccco1 | -12 | 1 | 5 | 0 | -3 | . | 2 | 0 | 1
COc1ccc(-[n+]2c(-c3ccccc3)cc(-c3ccc(C)cc3)cc2-c2ccccc2)cc1 | 10 | 2 | -1 | 2 | 5 | 1 | 22 | 2 | 2
CCCC(=O)OCC[N+](C)(C)C | 3 | 5 | -1 | -2 | 1 | 4 | -2 | 0 | -1
COc1ccc(N2C(=O)NC(=O)C(CCc3ccncc3)(CCc3ccncc3)C2=O)cc1 | 10 | 5 | 8 | -2 | -1 | -1 | -4 | 2 | 4
C=CCn1c(O)c(C(C)=NCCCN(C)C)c(=O)[nH]c1=O | 0 | 0 | 10 | 2 | 7 | 4 | -2 | 1 | -2
CCCCCCC(=O)N/N=C/c1c(O)n(C(C)CC)c(=S)[nH]c1=O (centres undefined) | 4 | 7 | 29 | 4 | 2 | 1 | 7 | -7 | -1
CCCC12CN3CCN(C1)CC(CCC)(C3)C2=O | -1 | 2 | -8 | -3 | 2 | 12 | 12 | -2 | 3
NC1CCc2cc(O)c(O)cc2C1 (centres undefined) | 2 | -1 | -7 | 0 | -2 | 21 | 9 | 1 | -1
CCOP(=O)(OCC)C(O)c1ccccc1 (centres undefined) | -2 | 7 | -3 | 0 | -1 | -6 | 7 | -3 | -3
O=C1C(Cl)=CC(=Nc2ccc(O)cc2)C=C1Cl | 14 | 10 | 3 | 1 | 3 | . | 22 | -3 | 5
CC(C)CCNC(=O)c1cc(C(=O)c2cc(Br)ccc2O)cn(CCC(C)C)c1=O | -7 | -2 | -4 | -1 | 1 | -9 | 23 | -5 | -10
Cc1cccc(OP(=O)(Oc2cccc(C)c2)OC(c2ccccc2)C(F)(F)F)c1 (centres undefined) | -7 | 9 | 5 | -11 | 11 | 0 | 10 | -3 | -4
CCOP(=O)(OCC)C(NC(=O)c1ccccc1)=C(Cl)Cl | 5 | -3 | -6 | -5 | 2 | 4 | -7 | -5 | 0
CC(Cc1ccccc1)N1Cc2ccccc2C1 (centres undefined) | 8 | 3 | -2 | 1 | 10 | -3 | 2 | -4 | -1

Additional entries follow.
SMILES | PAFAH1B3 inh | pPAFAH FP inh | PAFAH2 FP inh | PAD4 inh | PAFAH1B2 FP inh | GSTO1 inh | PREPL inhibitor | LYPLA1 counter | LYPLA2 inh
Cc1nc2c(C(=O)N3CCC4(CC3)OCCO4)cnn2c(C)c1Cc1cccc(Cl)c1 | 7 | 5 | -4 | 0 | 7 | -3 | 5 | -1 | 3
c1ccc(CC2CCCCN2)cc1 (centres undefined) | -9 | 6 | -4 | 0 | 4 | -7 | -3 | -2 | -8
COC(=O)C1=C(c2ccc(C(C)=O)cc2)C[C@@H]2CC[C@H]1N2C(=O)NCc1ccc(C(F)(F)F)cc1 | 15 | 1 | 5 | -3 | 35* | . | 11 | 0 | -5
O=C(COC(=O)Cc1ccccc1)NNC(=O)c1ccc([N+](=O)[O-])cc1 | 0 | 28* | 3 | -8 | 1 | . | -1 | 1 | 5
O=c1c2ccccc2nc(Cc2ccccc2)n1-c1cccc(O)c1 | 9 | 5 | -3 | -1 | -1 | 0 | 2 | -3 | 0
CC[C@H](C)[C@@H]1O[C@@]2(C=CC1C)CC1C[C@@H](CC=C(C)C(O[C@H]3CC(OC)C(O[C@H]4CC(OC)C(O)C(C)O4)C(C)O3)C(C)C=CC=C3CO[C@@H]4C(O)C(C)=C[C@@H](C(=O)O1)[C@]34O)O2 (some centres undefined) | . | 7 | . | 5 | . | 7 | 1 | -2 | 0
CCCCC(=O)N/N=C/c1c(O)n(CCCC)c(=S)[nH]c1=O | 12 | 5 | 13 | -1 | 19 | -30 | 11 | -2 | -4
COC(=O)C1=C(c2ccccc2OCc2ccccc2)C[C@@H]2CC[C@H]1N2C(=O)NCc1ccc(C(F)(F)F)cc1 | 1 | 0 | -1 | 1 | 3 | . | 7 | -5 | -10
O=S(=O)(c1ccc(Cl)cc1)N1CN2CCN(C2)C1 | 1 | 6 | -2 | -5 | -2 | 4 | 0 | 0 | 1
COc1ccc(OC(=O)N(C)C)c(CN(C)C)c1 | -7 | 4 | 1 | 0 | 2 | -1 | 18 | 2 | -1
Cc1cccc(-n2c(O)c(C=NC34CN5CN(CN(C5)C3)C4)c(=O)[nH]c2=O)c1 | 10 | 1 | -1 | 6 | 4 | 2 | 8 | -4 | 1
O=[N+]([O-])c1ccc(N2CCCCCC2)c2nonc12 | -15 | 12 | 4 | -7 | 9 | 2 | -41 | 16* | -21
COC(=O)C(O)(c1ccc(N(C)C(=O)OC(C)C)cc1)C(F)(F)F (centres undefined) | 10 | -1 | 1 | -7 | 1 | -4 | -1 | -3 | -8
C1CCC2CCCCC2C1 (centres undefined) | 5 | 2 | 0 | -3 | 3 | . | -2 | 2 | 2
Cc1cc([N+](=O)[O-])c2ccccc2[n+]1[O-] | 3 | 5 | 0 | -11 | 0 | 14 | -6 | -1 | -2
CC(=O)c1ccc2c(c1)C1C(Cl)C(Sc3ccccc3[N+](=O)[O-])CC1C(c1ccccc1[N+](=O)[O-])N2 (centres undefined) | 6 | 14 | -7 | -4 | -1 | -8 | -19 | -16 | -13
CCC(=O)OC1(Cc2ccc(CC)cc2)CC(C)N(C)CC1C (centres undefined) | 0 | 0 | 3 | 3 | 1 | 3 | -6 | 2 | 4
CN1CCN(Cc2nnc3n2-c2ccc(Cl)cc2C(c2ccccc2)=NC3)CC1 | -3 | -2 | 0 | 2 | 4 | 5 | 7 | -1 | -10
CCCn1c(C)c(C(=O)c2cccc3ccccc23)c2ccccc21 | 4 | 0 | -5 | 1 | 0 | -3 | -1 | 5 | 7
OC(c1ccccc1)(c1ccccc1)c1ccncc1 | 0 | 4 | -4 | 1 | -4 | 7 | -13 | 1 | 2
Cc1cccc(-n2c(-c3ccco3)nc3ccccc3c2=O)c1C | 7 | 6 | 2 | 5 | -2 | 4 | 14 | 4 | 8
CC(O)(CS(=O)(=O)c1cccc(C(F)(F)F)c1)C(=O)Nc1ccc(C(F)(F)F)cc1 (centres undefined) | -8 | 7 | -1 | -1 | 13 | -1 | 0 | -2 | 2
Cc1ccc(C)c(OCC(=O)N2CCCN(C)CC2)c1 | 5 | -1 | 1 | 1 | -2 | 6 | 2 | -1 | 4
CC(=O)OC(C)(C)/C=C/C(=O)C(C)(O)C1[C@H](O)C[C@@]2(C)C3CC=C4C(CC[C@@H](O)C4(C)C)[C@]3(CO)C(=O)C[C@]12C (some centres undefined) | 8 | 4 | -6 | 0 | 2 | 3 | 6 | 2 | 2
O=C(O)c1cc(Oc2ccc(C(F)(F)F)cc2Cl)ccc1[N+](=O)[O-] | 20 | 7 | -3 | -5 | 9 | -3 | 22 | 0 | -4
OC1/C(=C/c2ccc(F)cc2)N2CCC1CC2 (centres undefined) | -3 | 2 | 5 | -3 | -1 | 2 | -3 | -4 | 1
O=C1Nc2ccccc2C1Cc1nc2ccccc2c(=O)n1-c1ccccc1 (centres undefined) | 2 | -3 | -6 | -2 | -2 | 2 | -2 | -2 | -3
O=C1Nc2ccccc2/C1=C/c1cnc[nH]1 | 7 | 2 | -1 | 0 | 5 | -5 | 3 | -2 | 3

In the list so far, 8 have sulfur:
SMILES | PAFAH1B3 inh | pPAFAH FP inh | PAFAH2 FP inh | PAD4 inh | PAFAH1B2 FP inh | GSTO1 inh | PREPL inhibitor | LYPLA1 counter | LYPLA2 inh
c1ccc2sc(N3CCNCC3)nc2c1 | -1 | 3 | 1 | 0 | 1 | 1 | 5 | -1 | 3
CC(C)(C)NS(=O)(=O)c1ccc(OCC(=O)N2CCN(Cc3ccccc3)CC2)cc1 | -5 | 23 | 5 | -1 | 1 | 6 | 11 | 2 | -2
CCOC(=O)C(O)(c1ccc(N(CC)S(=O)(=O)c2ccc(C)cc2)cc1)C(F)(F)F (centres undefined) | -1 | 5 | 5 | -1 | 0 | 6 | 6 | -1 | -7
CCCCCCC(=O)N/N=C/c1c(O)n(C(C)CC)c(=S)[nH]c1=O (centres undefined) | 4 | 7 | 29 | 4 | 2 | 1 | 7 | -7 | -1
CCCCC(=O)N/N=C/c1c(O)n(CCCC)c(=S)[nH]c1=O | 12 | 5 | 13 | -1 | 19 | -30 | 11 | -2 | -4
O=S(=O)(c1ccc(Cl)cc1)N1CN2CCN(C2)C1 | 1 | 6 | -2 | -5 | -2 | 4 | 0 | 0 | 1
CC(=O)c1ccc2c(c1)C1C(Cl)C(Sc3ccccc3[N+](=O)[O-])CC1C(c1ccccc1[N+](=O)[O-])N2 (centres undefined) | 6 | 14 | -7 | -4 | -1 | -8 | -19 | -16 | -13
CC(O)(CS(=O)(=O)c1cccc(C(F)(F)F)c1)C(=O)Nc1ccc(C(F)(F)F)cc1 (centres undefined) | -8 | 7 | -1 | -1 | 13 | -1 | 0 | -2 | 2

Profiles, quoted from the list.
`Cc1nc2c(C(=O)N3CCC4(CC3)OCCO4)cnn2c(C)c1Cc1cccc(Cl)c1` across the screens: PAFAH1B3 inh = 7; pPAFAH FP inh = 5; PAFAH2 FP inh = -4; PAD4 inh = 0; PAFAH1B2 FP inh = 7; GSTO1 inh = -3; PREPL inhibitor = 5; LYPLA1 counter = -1; LYPLA2 inh = 3
`C1CCC2CCCCC2C1` (centres undefined) across the screens: PAFAH1B3 inh = 5; pPAFAH FP inh = 2; PAFAH2 FP inh = 0; PAD4 inh = -3; PAFAH1B2 FP inh = 3; GSTO1 inh = .; PREPL inhibitor = -2; LYPLA1 counter = 2; LYPLA2 inh = 2
